NPYLR7 agonist: agonists of mosquito NPYLR7 receptor, primary screen, cell-based, Aedes aegypti, calcium fluorescence, mosquito biting behavior; Aedes aegypti neuropeptide Y-like receptor 7 (NPYLR7); HEK293T NPYLR7/Galpha15, GCaMP6s calcium fluorescence; activation, % at 10 µM; 0.15% of 270,000 active; in the data active = activation above about 40%;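 also: 0% = vehicle and 100% = reference agonist at the receptor; some compounds past the cut are filed as inactive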
hcGAS lum: Primary biochemical luminescence assay for human cyclic GMP-AMP synthase inhibitors. recombinant h-cGAS, ATP depletion, Kinase-Glo luminescence. inhibition, % at 12.5 µM. 0.081% of 290,000 active. AID 1259398, 2018;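 also: 0% = vehicle reaction and 100% = reaction without DNA for no activity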
Target sequence (Q8N884 whole entry, looked up): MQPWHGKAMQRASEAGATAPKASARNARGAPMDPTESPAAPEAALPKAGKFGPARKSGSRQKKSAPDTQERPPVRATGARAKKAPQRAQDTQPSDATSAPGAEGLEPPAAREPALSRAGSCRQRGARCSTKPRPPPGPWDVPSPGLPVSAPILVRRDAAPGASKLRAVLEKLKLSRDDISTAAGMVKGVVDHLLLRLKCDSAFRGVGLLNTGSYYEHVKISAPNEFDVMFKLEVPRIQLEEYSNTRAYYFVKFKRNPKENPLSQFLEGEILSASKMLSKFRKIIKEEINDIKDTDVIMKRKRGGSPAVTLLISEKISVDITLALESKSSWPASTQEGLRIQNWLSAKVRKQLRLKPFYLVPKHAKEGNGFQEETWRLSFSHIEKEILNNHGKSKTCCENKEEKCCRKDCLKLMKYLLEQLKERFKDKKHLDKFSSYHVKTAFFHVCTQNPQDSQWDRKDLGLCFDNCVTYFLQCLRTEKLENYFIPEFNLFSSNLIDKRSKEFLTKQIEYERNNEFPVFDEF
mcGAS inh: cyclic GMP-AMP synthase inhibitors, mouse, primary biochemical chemiluminescence; recombinant cGAS, Kinase-Glo ATP depletion luminescence; inhibition, % at 12.5 µM; 0.15% of 160,000 active; Q8C6L5;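 also: 0% = negative control wells and 100% = reference inhibitor with no enzyme activity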
An asterisk follows results filed as active; nt = no result given; & = joins results of further samples. Rule as the data show it, unless noted: active = inhibition above about 40%; inactive = the rest.

structure | mcGAS inh | NPYLR7 agonist | hcGAS lum
CC1(C(=O)NS(C)(=O)=O)CCN1C(=O)Cc1cccs1 (stereo not given) | nt | -0.9 | -9.7
CC(=O)Nc1cccc(/C(C)=N\NC(=O)CN(c2cc(Cl)cc(Cl)c2)S(C)(=O)=O)c1 | nt | 7.1 | -6.4
COc1ccc(C)c2sc(N(CCCN3CCOCC3)C(=O)c3ccc([N+](=O)[O-])cc3)nc12 | -9.0 | -0.5 | -6.3
O=c1oc2ccc3ccccc3c2cc1-c1nnc(Nc2ccc(Cl)cc2Cl)s1 | -4.9 | -11.7 | -5.4
C=CCN(C(=O)C1CSC2(C)CCC(=O)N12)c1nc2c(s1)CCCC2 (stereo not given) | nt | 4.2 | -7.4
CSc1nc(CN(C)Cc2ccccc2Cl)cc(=O)[nH]1 | nt | -8.2 | -1.8
CCCCOc1cc(CC2CNC(=O)N2)ccc1OC (stereo not given) | -2.0&-1.9 | -9.6&7.4 | -2.5&-3.3
O=C(NC(Cc1ccccc1)c1ccccc1)c1cc2n(n1)CCN(Cc1cccc(C(F)(F)F)c1)C2=O (stereo not given) | -4.6 | -1.7 | -4.7
O=C(N[C@@H]1CCCCC1NC(=O)C1CCN(C(=O)/C=C/c2ccc([N+](=O)[O-])cc2)CC1)c1ccccc1 (stereo not given in full) | -6.0 | 24.2 | -8.4
CN(C)CCc1c[nH]c2ccc(CS(=O)(=O)N3CCCC3)cc12 | nt | -9.4 | -4.0
C=CCOC(C)C(=O)N1CCCC2(CCCCCC2)C1 (stereo not given) | nt | 1.2 | -7.8
COc1cccc(C(=O)NC(Cc2ccccc2)C(=O)Nc2nnc(-c3ccc(N(C)C)cc3)s2)c1 (stereo not given) | -5.3 | 10.4 | -7.2
CC1CCc2[nH]nc(C(=O)N3CC(c4ccncc4)C3)c2C1 (stereo not given) | nt | 12.3 | -8.1
O=C(c1cc(-c2ccco2)nn1-c1ccccc1Cl)N1CCN(C(c2ccccc2)c2ccccc2)CC1 | -1.3 | -4.5 | 4.9
O=P1(NCC(c2ccc(F)cc2)N2CCOCC2)C=C(c2ccccc2)OC(c2ccccc2)=C1 (stereo not given) | -4.3 | -1.1 | -2.8
O=C(NCC1CCCO1)C1CC(=O)N(C2CCCCCC2)C1 (stereo not given) | nt | 22.3 | -10.7
CCN(CC)C(=O)CSc1nc(-c2ccc(OC)cc2)nc2c1Cc1c(CO)cnc(C)c1O2 | -8.7 | 11.1 | -11.0
O=C(Nc1cc(C(F)(F)F)cc(C(F)(F)F)c1)N1CCSC1c1ccccc1F (stereo not given) | -3.3 | nt | -5.4
CC(C(=O)N1CCN(c2ncccn2)CC1)n1nc(-c2cccs2)ccc1=O (stereo not given) | nt | -1.5 | -7.0
O=C1CN(Cc2ccn(C3CCCC3)n2)CCN1C1CC1 | nt | 2.5 | -8.9
CC(C)c1ccc(NC=C2C(=O)OC(C)(C)OC2=O)cc1 | nt | 2.5 | 0.6
Cc1csc(NC(=O)C2(c3cccs3)CCOCC2)n1 | -6.2 | -14.1 | -3.9
Cc1noc(C)c1S(=O)(=O)NC(=O)C1(C)CCN1C(=O)C1(c2ccc(Cl)cc2)CCC1 (stereo not given) | nt | 0.7 | -0.1
CCOC(=O)Cn1c(=O)c2c(nc3n(-c4cc(C)ccc4C)c(C)cn23)n(C)c1=O | -4.0 | 5.3 | -6.3
c1ccc(-c2ncc(CNc3nc4nonc4nc3N3CCOCC3)s2)cc1 | nt | 14.3 | -2.7

An excerpt from above, showing only NPYLR7 agonist and hcGAS lum.
SMILES,NPYLR7 agonist,hcGAS lum
O=c1oc2ccc3ccccc3c2cc1-c1nnc(Nc2ccc(Cl)cc2Cl)s1,-11.7,-5.4
C=CCN(C(=O)C1CSC2(C)CCC(=O)N12)c1nc2c(s1)CCCC2 (stereo not given),4.2,-7.4
CSc1nc(CN(C)Cc2ccccc2Cl)cc(=O)[nH]1,-8.2,-1.8
CCCCOc1cc(CC2CNC(=O)N2)ccc1OC (stereo not given),-9.6&7.4,-2.5&-3.3

(further entries)
structure | mcGAS inh | NPYLR7 agonist | hcGAS lum
O=C(NCCc1csc2nc(-c3cccs3)nn12)c1ccc2c(c1)OCO2 | 0.5 | -7.7 | 5.8
CCCc1c(C(=O)N2CCN(c3nc4nccc(-c5cccs5)n4n3)CC2)cnn1-c1ccccc1 | -6.6 | nt | -8.5
CCOC(=O)c1ccc(C#Cc2ccc3c(c2)C(C)(C)CCS3)nc1 | -11.1 | -2.0 | -10.2
COc1cccc(C=CC(=O)c2ccc(Cl)c(Cl)c2)c1OC | nt | -1.2 | -9.4
C=CCN(CC(=O)N1CCc2sccc2C1COc1cccc(OC)c1)C(=O)NCCC (stereo not given) | 1.2 | -3.3 | 5.1
O=C(c1cn[nH]n1)N1CCN(c2nnc(C(F)(F)F)s2)CC1 | -12.0 | 0.1 | -5.4
Cc1cc(C)c2nc(N(CCCN3CCOCC3)C(=O)c3ccco3)sc2c1 | -6.1 | -4.6 | -3.4
CCOC(=O)c1c(NC(=O)c2cccc(F)c2)sc(C(=O)Nc2ccccc2C)c1C | 4.3 | -10.6 | -0.2
COCCCC1CCCCN1C(=O)CC(=O)Nc1cc(C)cc(C)c1 (stereo not given) | nt | 13.9 | -2.7
COc1cccc(C(=O)N(CC(=O)N2CCc3sccc3C2c2ccc(Cl)cc2Cl)Cc2ccc(F)cc2)c1 (stereo not given) | 2.0 | 3.4 | 1.8
CCC1CN(Cc2cnc(CC3CCCC3)[nH]2)CCN1C(C)C (stereo not given) | nt | -4.0 | 0.9
COc1ccc(-n2c3nc4ccccc4nc3c3c(=N)oc(C)nc32)cc1 | nt | -15.5 | -1.9
CCCn1cnnc1CNC(=O)c1csc(-c2cccs2)n1 | -1.6 | -7.9 | -1.2
COCCCN(CC(=O)N(CCc1ccc(OC)c(OC)c1)Cc1ccco1)C(=O)Nc1cccc(F)c1 | -6.7 | -4.4 | -15.0
COc1ccc(S(=O)(=O)NCC(c2ccsc2)N2CCN(C)CC2)cc1C (stereo not given) | -4.8 | -0.1 | -2.1
Cc1ccccc1C(=O)Nn1ccc2c(nnc3c(-c4ccc(Cl)cc4)cnn32)c1=O | nt | 19.8 | -8.7
CC1CCC(N(C)c2cncc(Cl)n2)CC1 (stereo not given) | nt | 18.3 | -9.2
O=C(NCc1ccco1)C(=O)NC1CC1 | nt | 0.1 | 0.1
CCOc1ccccc1N(CC(=O)Nc1ccccc1-c1ccccc1)S(C)(=O)=O | nt | -0.8 | -1.9
CCn1nc(C(=O)NCc2ccc(OC)cc2)c2c1CCN(C(=O)CCCc1cccs1)C2 | -0.7 | -0.4 | -7.4
CCN(Cc1c(C)nn(CC)c1C)Cc1c(C)n(C)n(-c2ccccc2)c1=O | nt | 8.7 | -9.9
CCCn1nc(C)c2c1NC(=O)CC2c1ccc(OC)c(Cn2cncn2)c1 (stereo not given) | -11.4 | nt | -9.6
COc1ccc2c(c1)OCC(Cc1ccc(O)c(OC)c1)C2=O (stereo not given) | nt | -8.3 | -2.3
CC1=CC(C)C2(CO)COC(c3ccc(O)cc3)C1C2C (stereo not given) | nt | 1.9 | -12.9
Cc1noc(C)c1S(=O)(=O)N1CCN(CC(OCc2c(F)cccc2F)c2ccc(Cl)cc2)CC1 (stereo not given) | -3.8 | 19.4 | 1.8
Cn1c(=O)[nH]c(=O)c2c1nc(N1CCN(CCO)CC1)n2Cc1ccccc1Cl | nt | 2.9 | -3.7
Cc1ccc(-n2ncc3c(C)nnc(SCC(=O)NCc4ccc5c(c4)OCO5)c32)cc1C | -13.5 | -9.2 | -7.7
Cc1ccc(O)c(CN2CCC(CCn3cccn3)CC2)c1 | -12.1 | nt | -4.7
O=C(/C=C/c1ccoc1)N1CCc2ncn3nc(-c4ccco4)nc3c2C1 | -1.8 | -2.1 | -0.9
Cc1cccc(NC(=O)C(C2CCCC2)N2CCN(C(=O)C3CCC3)CC2)c1 (stereo not given) | -5.1 | -0.5 | -5.5
CCn1cc(NS(=O)(=O)c2cc(C(=O)O)cc3c2CCCC3)cn1 | nt | 5.0 | -7.3
CNC(=O)c1c(I)c(C(=O)NCC(=O)Nc2c(I)c(C(=O)O)c(I)c(C(=O)NCCO)c2I)c(I)c(N(C)C(C)=O)c1I | nt | 9.0 | -6.4
COc1ccc(NC(=O)N(Cc2cccn2Cc2cccc(F)c2)CC(C)C)c(OC)c1 | -5.9 | -1.9 | -7.6
CCN(CC)c1onc(-c2ccccc2)c1CN(CCN1CCOCC1)CC(O)c1ccccc1 (stereo not given) | -6.0 | 11.8 | -4.0
O=C(Nc1ccc(SCCCC(=O)N2CCOCC2)nn1)C1CC1 | -1.4 | -1.5 | -3.2
O=C(NCc1sccc1Br)c1cccn1Cc1ccccc1 | nt | 11.9 | -4.5
Cc1cccc(-c2[nH]ncc2C(=O)NC2CCCc3c2cnn3-c2ccccn2)c1 (stereo not given) | -9.2 | 11.5 | -8.3
COCCN(C(=O)/C=C/c1cccnc1)c1ccc(C#N)cc1 | -17.0 | 0.0 | -15.9
O=C1C(=Cc2ccc(-c3ccc(Cl)cc3[N+](=O)[O-])o2)SC(=S)N1CCN1CCOCC1 | 1.4 | 4.2 | -5.5
Cn1cc(-c2ccc(C(=O)N3CCCCC3CCn3cccn3)cn2)cn1 (stereo not given) | nt | 22.2 | -1.7
C#CCn1c(O)c(N=NC(=O)CNC(=O)c2cccc(OC)c2)c2ccccc21 | -5.6 | -5.0 | 7.1
CC(Cn1cccn1)C(=O)NCc1cccnc1N1CCN(C)CC1 (stereo not given) | -13.3 | 11.1 | -10.4
COCCN(CCC(=O)N1CCOCC1)c1nc(C2CC2)nc2ccccc12 | -3.8 | nt | -4.6
COCC(C)OC(=O)C(C)(C)c1ccccc1 (stereo not given) | nt | -0.7 | -2.5
Cc1ccc(C(=O)N2CCC2(C)C(=O)O)cc1 (stereo not given) | nt | -1.8 | -9.6
CCOC(=O)C(=O)N(C)c1c(CC)nc2c(OCC3COc4ccccc4O3)cccn12 (stereo not given) | 0.0 | -18.5 | 0.0
O=C(Cc1cccs1)N1CC[C@@]2(C1)[C@H](O)CN(c1ccccc1)S2(=O)=O | -7.1 | -0.5 | 3.2
CCOC(=O)c1cc(C)nn1C1CCN(C(=O)c2cccc3ccccc23)CC1 | -1.3 | 19.1 | 0.0
CCCn1ncc(C(=O)N2CC[C@@H](c3ccc4c(c3)OCO4)[C@H](O)C2)c1C | nt | 3.4 | 0.9
O=C(Nc1ccc2c(c1)nc1n2CCCCC1)C1CCCN1C(=O)c1ccccc1 (stereo not given) | nt | 3.8 | -3.8

Random excerpt: four compounds from above.
structure | mcGAS inh | NPYLR7 agonist | hcGAS lum
Cc1ccc(O)c(CN2CCC(CCn3cccn3)CC2)c1 | -12.1 | nt | -4.7
Cn1cc(-c2ccc(C(=O)N3CCCCC3CCn3cccn3)cn2)cn1 (stereo not given) | nt | 22.2 | -1.7
COCCN(C(=O)/C=C/c1cccnc1)c1ccc(C#N)cc1 | -17.0 | 0.0 | -15.9
O=C(NCc1sccc1Br)c1cccn1Cc1ccccc1 | nt | 11.9 | -4.5

(list continues)
structure | mcGAS inh | NPYLR7 agonist | hcGAS lum
O=C(CCN1C(=O)c2ccccc2C1=O)N1CCOCCOCCOCCOCC1 | -6.4 | -6.6 | 4.7
Cn1c(=O)[nH]c(=O)c2c1nc(NC1CCCCC1)n2Cc1ccccc1Cl | nt | 9.4 | -0.6
CSc1cccc(NS(=O)(=O)c2ccccc2F)c1 | nt | -3.8 | -4.0
CCC(C(=O)N1CCC2(CC1)SCCN2C(=O)c1cccc(OC)c1)c1ccccc1 (stereo not given) | -4.8 | 11.4 | -2.4
O=C(Cc1cc(F)cc(F)c1)N1CCc2c(sc3[nH]c(=O)n(-c4ccccc4C(F)(F)F)c(=O)c23)C1 | -5.6 | 6.1 | -5.0
CC1(C)C2CCC1(CS(=O)(=O)Nc1nc3c(ccc4ccccc43)s1)C(=O)C2 (stereo not given) | -10.2 | -6.2 | -2.0
COC(=O)CN1C(=O)N(CCc2ccccc2)C2(CCN(C3Cc4ccccc4C3)CC2)C1=O | -16.0 | 11.1 | -3.3
OCCNc1nc(N2CCc3sccc3C2)nc2ccccc12 | nt | 8.8 | -3.5
O=C(CSc1ccc(C(F)(F)F)cn1)N1CCN(C(=O)c2ccco2)CC1 | -2.2 | 1.8 | -9.7
Cc1ccc(Cc2ccccc2C(=O)NC2CCC(n3cnnc3)CC2)cc1 (stereo not given) | -19.5 | -1.5 | -1.7
CCN(CC)CCn1c(C)cn2c3c(=O)n(Cc4ccccc4C)c(=O)n(C)c3nc12 | -7.4 | -3.8 | -5.5
O=C(C1CC=CCC1)N(Cc1ccccc1)Cc1ccccc1 (stereo not given) | nt | 5.5 | -0.9
CCn1cc(C(=O)NCCN2CCCc3ccccc32)c(C)n1 | nt | -9.9 | 0.9
COC(C)(C)CC(C)NC(=O)c1oc2ccc(Cl)cc2c1C (stereo not given) | nt | 5.3 | -7.8
Cc1cc(CNC(=O)c2ccc3oc(CCc4ccccc4)nc3c2)nn1C | -11.8 | 5.2 | -6.5
Cc1ccc(N(CC(=O)O)S(C)(=O)=O)c(C)c1 | nt | -3.5 | -7.9
CC(C)c1nccn1CCC(=O)NCCc1ccc(F)cc1 | nt | 0.9 | -16.2
CC(C)(C)c1ccc2oc(=O)n(C3CCN(C(=O)c4cccc(C#N)c4)CC3)c2c1 | -7.6 | 37.8 | -3.3
CC(C)(C)Sc1ccc(Br)cn1 | nt | 7.7 | -11.2
CCOc1ccc(C(=O)Nc2nc(-c3ccc(F)cc3)cs2)cc1 | -5.0 | -2.1 | 1.4
COc1ccc(Cc2nnc(SCC(=O)Nc3ccc(OC(F)F)cc3)[nH]c2=O)cc1 | -8.6 | -7.2 | -4.1

Bioassay records deposited in PubChem by Fisher Drug Discovery Resource Center.
